Assay outcomes (PubChem BioAssay)
KDM4C inh: KDM4C (human) demethylase inhibition; Q9H3R0; AID 720574; 96,000 tested, 0.15% active; inhibition, % at 12.5 µM; GST-KDM4C 2-372, H3K9me3 peptide, LANCE TR-FRET;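 active = mean replicate inhibition above about 25%, with at least 55% of replicates also reaching it, limit read from the data, passing the limit was not always enough; inconclusive = only one of those two conditions met; inactive = neither condition met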
Target sequence (Q9H3R0 2-372 limits assumed): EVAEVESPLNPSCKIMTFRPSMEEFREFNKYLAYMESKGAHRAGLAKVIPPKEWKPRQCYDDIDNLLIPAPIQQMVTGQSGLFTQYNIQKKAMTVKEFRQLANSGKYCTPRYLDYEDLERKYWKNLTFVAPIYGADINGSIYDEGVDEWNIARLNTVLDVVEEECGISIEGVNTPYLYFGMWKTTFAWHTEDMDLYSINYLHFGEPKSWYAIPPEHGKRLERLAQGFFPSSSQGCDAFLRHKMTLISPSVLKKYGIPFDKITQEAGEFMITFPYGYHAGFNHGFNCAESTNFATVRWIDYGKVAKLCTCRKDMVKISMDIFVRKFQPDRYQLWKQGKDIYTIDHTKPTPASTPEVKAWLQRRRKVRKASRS
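reagent = H3K9me3 peptide substrate, Fe(II), 2-oxoglutarate | system = GST-tagged GASC-1 (JMJD2C) catalytic fragment, aa 2-372 | amount = enzyme final amount 10 nM | read-out = Fall in 671/618 emission ratio as inhibition | medium = HEPES buffer, pH 7.5, plus ascorbate | schedule = 30 min reaction, 60 min detection, RT | measured by = LANCE TR-FRET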
Pf Dd2 inh: P. falciparum Dd2 growth inhibition; SYBR Green, 72 h; hits give low values; activity change, % at 10 µM; 94,000 tested, 2.3% active; AID 1159554; in the data active = activity change below about -80%; inconclusive = no clear call, values can overlap the other calls
C diff HTS: blocks growth of Clostridium difficile. Clostridium difficile clinical isolate growth, OD600, 24 h; hits give low values. AID 1259249. 86,000 tested, 0.25% active. growth activity, negative = inhibition, % at 16 µg/mL (by protocol);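 active = mean growth activity at or below -80% and every replicate also at or below -80%; inconclusive = mean at or below -80% but some replicate above -80%; inactive = mean growth activity above -80%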;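 also: 0% = DMSO wells and -100% = levofloxacin 16 µg/mL wells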
Tcruzi prolif: T. cruzi proliferation inhibition; inhibition, % at 8.34 µM; T. cruzi beta-gal in NIH3T3, GalScreen luminescence, 90 h; 77,000 tested, 5.9% active;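 active = mean inhibition above about 93%, with at least 55% of replicates each passing it, limit read from the data, passing the limit was not always enough; inconclusive = only one of those two conditions holds; inactive = neither condition holds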
Starred values were filed as active, the others as inactive; u = inconclusive; x = no result given; & = joins results of further samples.

SMILES | KDM4C inh | Pf Dd2 inh | C diff HTS | Tcruzi prolif
C[C@H](CO)N1C[C@H](C)[C@H](CN(C)C(=O)Nc2ccc(C(F)(F)F)cc2)Oc2ccc(N(C)C)cc2CC1=O | -2.3 | -1 | 5 | 11
COc1ccc(S(=O)(=O)Nc2ccc3c(c2)C(=O)N([C@@H](C)CO)C[C@H](C)[C@@H](CN(C)C(=O)Nc2ccc(C(F)(F)F)cc2)O3)cc1 | 0.0 | 6 | 2 | 18
CN1C(=O)c2cc(NC(=O)c3cccs3)ccc2OC[C@H]2O[C@H](CC(=O)N3CCOCC3)CC[C@H]21 | 0.1 | -5 | 6 | 24
C[C@@H]1CN([C@H](C)CO)C(=O)c2cccc(NS(=O)(=O)c3ccc(Cl)cc3)c2O[C@H]1CN(C)C(=O)Nc1ccc(C(F)(F)F)cc1 | -1.7 | 1 | 12 | -54
O=C(C[C@H]1C=C[C@H](NC(=O)c2cccnc2)[C@H](CO)O1)NCc1ccc(Cl)c(Cl)c1 | -0.3 | 3 | x | 33
C[C@@H]1CCCCO[C@H](CN(C)S(=O)(=O)c2cccs2)[C@@H](C)CN([C@@H](C)CO)C(=O)c2cc(NC(=O)CCC(F)(F)F)ccc2O1 | -0.9 | -56 | 5 | 46
Cc1noc(C)c1S(=O)(=O)Nc1ccc2c(c1)CC(=O)N([C@@H](C)CO)C[C@@H](C)[C@@H](CN(C)Cc1ccc(C(=O)O)cc1)O2 | -0.7 | 16 | -8 | -7
C[C@H]1CN([C@@H](C)CO)C(=O)Cc2cc(NC(=O)NC3CCCCC3)ccc2O[C@@H]1CN(C)Cc1ccc2c(c1)OCO2 | 4.1 | -14 | -2&-9 | x
Cc1ccccc1S(=O)(=O)N1[C@H](CO)[C@@H](c2ccc(-c3ccc(F)cc3)cc2)[C@@H]1C#N | -2.6 | -38 | 4 | u
C[C@H]1CN([C@@H](C)CO)C(=O)c2cc(NC(=O)c3ccncc3)ccc2O[C@H]1CN(C)C(=O)Nc1cccc2ccccc12 | -1.6 | 28 | 2 | 3
COc1cccc(-c2cccc(-c3nc(C(=O)O)cc4c3[C@@H](CCO)N(S(=O)C(C)(C)C)C4)c2)c1 (stereo partly drawn) | 4.8 | 66 | x | 21
COc1ccc(NC(=O)N(C)C[C@H]2Oc3ccc(NC(=O)C4CC4)cc3CC(=O)N([C@@H](C)CO)C[C@@H]2C)cc1 | 0.4 | 13 | -1 | -17
C[C@@H]1CN([C@H](C)CO)C(=O)CCCn2cc(nn2)CO[C@@H]1CN(C)C(=O)Nc1cccc(Oc2ccccn2)c1 | 0.4 | -3 | 1 | -38
COc1ccccc1S(=O)(=O)N[C@@H]1CC[C@@H](CC(=O)N2CCCCC2)O[C@H]1CO | 1.4 | 18 | 2 | -60
C[C@@H]1CN([C@H](C)CO)C(=O)c2cc(NC(=O)Nc3ccc(F)cc3)ccc2O[C@@H]1CN(C)C(=O)NC1CCCCC1 | 0.2 | 4 | 12 | -19
C[C@H]1CN([C@@H](C)CO)C(=O)c2cc(NS(=O)(=O)c3ccc(Cl)cc3)ccc2O[C@H]1CN(C)Cc1ccc(Cl)c(Cl)c1 | 5.1 | -3 | 58 | 87
CC=Cc1ccc2n(c1=O)C[C@H]1[C@H](CO)[C@@H](C(=O)NCc3cccc(OC)c3)N[C@@H]21 (mixture of isomers) | -2.1 | x | -5 | 11
CCc1cnc(N2[C@@H](C#N)[C@@H](c3ccc(C4=CCCC4)cc3)[C@@H]2CO)s1 | 2.7 | 5 | 2 | 96*
C[C@H](CO)N1C[C@H](C)[C@@H](CN(C)C(=O)Nc2cccc3ccccc23)Oc2ccc(NC(=O)Nc3ccc4c(c3)OCO4)cc2C1=O | 1.3 | -48 | x | 70
C[C@@H]1CN([C@H](C)CO)C(=O)c2cccc(NS(=O)(=O)c3ccc(Cl)cc3)c2O[C@@H]1CN(C)C(=O)Nc1ccc2c(c1)OCO2 | -1.1 | -32 | -7 | 10
O=C(NCC[C@@H]1CC[C@H](NC(=O)c2cnccn2)[C@@H](CO)O1)Nc1ccc(Cl)cc1 | 0.0 | -7 | 0 | -5
CO[C@H]1CN(C)C(=O)c2cc(NC(=O)Nc3ccc(F)cc3)ccc2OC[C@H](C)NC[C@@H]1C | 0.7 | 22 | -6 | -62
CNC(=O)C[C@H]1CC[C@H]2[C@@H](COC[C@H](O)CN2C(=O)c2ccccn2)O1 | -0.2 | 9 | x | -19
C[C@@H]1CN([C@@H](C)CO)S(=O)(=O)c2ccc(C3=CCCCC3)cc2O[C@H]1CN(C)Cc1ccncc1 | 0.9 | -62 | -2 | 114*
Cc1ccc(S(=O)(=O)N(C)C[C@@H]2OCCCC[C@H](C)Oc3ccc(NC(=O)c4ccncc4)cc3C(=O)N([C@H](C)CO)C[C@H]2C)cc1 | -0.3 | -61 | x | x
Next section:
SMILES | KDM4C inh | Pf Dd2 inh | C diff HTS | Tcruzi prolif
COc1cccc(C#Cc2cnc3c(c2)C(=O)N([C@H](C)CO)C[C@@H](C)[C@@H](CN(C)C(C)=O)O3)c1 | 3.9 | -25 | 0 | 15
Cc1ccc(S(=O)(=O)N(C)C[C@H]2OCCCC[C@H](C)Oc3ccc(NC(=O)CCCN(C)C)cc3C(=O)N([C@@H](C)CO)C[C@H]2C)cc1 | 3.9 | -38 | x | 9
CC(=O)N(C)C[C@@H]1Oc2cc(-c3ccc(C)cc3)ccc2S(=O)(=O)N([C@H](C)CO)C[C@H]1C | -2.9 | -14 | -12 | -15
COc1ccccc1-c1cnc2c(c1)C(=O)N([C@@H](C)CO)C[C@@H](C)[C@@H](CN(C)Cc1cccnc1)O2 | 0.0 | -3 | -2 | 33
Cc1ccc(S(=O)(=O)Nc2ccc3c(c2)C(=O)N([C@@H](C)CO)C[C@@H](C)[C@H](CN(C)S(=O)(=O)c2cccs2)O3)cc1 | -2.1 | -31 | -5 | -94
CN1C(=O)c2cc(NC(=O)Cc3ccccc3)ccc2OC[C@@H]2O[C@H](CC(=O)NC3CCC3)CC[C@@H]21 | -0.5 | -16 | -5 | 29
CC(C)NC(=O)Nc1ccc2c(c1)C(=O)N([C@@H](C)CO)C[C@@H](C)[C@@H](CN(C)C(=O)c1ccccc1)OCCCC[C@H](C)O2 | -0.7 | 44 | -2 | 5
C[C@@H]1CN([C@H](C)CO)S(=O)(=O)c2ccc(-c3ccc(F)cc3)cc2O[C@@H]1CN(C)C(=O)Nc1ccc(F)cc1 | -1.3 | -27 | x | 120*
COc1ccc2c3c([nH]c2c1)[C@H](CO)N(Cc1ccncc1)CC31CCN(C(=O)c2cccnc2)CC1 | 1.4 | -11 | 9 | x
C[C@H](CO)N1C[C@H](C)[C@@H](CN(C)Cc2ccc(C(=O)Nc3ccccc3N)cc2)Oc2c(NC(=O)C3CCOCC3)cccc2C1=O | 3.8 | -48 | 2 | 99*
C[C@@H]1CN([C@@H](C)CO)C(=O)c2cccc(NC(=O)C3CC3)c2O[C@H]1CN(C)C(=O)NC1CCCCC1 | -2.1 | -3 | 11 | -8
C[C@H]1CN([C@@H](C)CO)S(=O)(=O)c2ccc(Br)cc2O[C@@H]1CN(C)Cc1cccc(F)c1 | 2.5 | -30 | 48 | u
N#C[C@H]1[C@@H](c2ccccc2-c2ccc(F)cc2)[C@@H](CO)N1C(=O)Cc1ccccc1 | -0.3 | -9 | 89 | x
CN1[C@@H]2c3ccc(-c4ccccc4F)c(=O)n3C[C@@H]2[C@@H](CO)[C@@H]1C(=O)NCc1ccncc1 | 0.2 | 5 | 1 | -2
CC(C)NC(=O)N(C)C[C@@H]1Oc2cc(C#Cc3ccccn3)ccc2S(=O)(=O)N([C@H](C)CO)C[C@@H]1C | 0.1 | -41 | -1 | 5
C[C@@H]1CN([C@@H](C)CO)C(=O)Cc2cc(NC(=O)c3ccncc3)ccc2O[C@H]1CN(C)C(=O)Nc1cccc2ccccc12 | 2.8 | -27 | -7 | -4
COc1ccc(NC(=O)N(C)C[C@H]2Oc3c(NC(=O)NC(C)C)cccc3C(=O)N([C@@H](C)CO)C[C@@H]2C)cc1 | 1.2 | 41 | 4 | 46
O=C(Cc1ccccn1)NCC[C@H]1CC[C@@H](NC(=O)Nc2ccccc2)[C@H](CO)O1 | 2.5 | 8 | -1 | 24
C[C@H]1CN([C@@H](C)CO)S(=O)(=O)c2ccc(-c3ccc(F)cc3)cc2O[C@H]1CN(C)CC1CC1 | 4.7 | -82* | 3 | x
O=C(NCC[C@H]1CC[C@H](NS(=O)(=O)c2cccc(Cl)c2)[C@@H](CO)O1)c1cnccn1 | -2.0 | -2 | -6 | 144*
C[C@H]1CN([C@@H](C)CO)C(=O)c2cc(NC(=O)NC3CCCCC3)ccc2O[C@@H]1CN(C)S(=O)(=O)c1ccc(F)cc1 | 0.0 | 2 | -4 | 0
O=C(C[C@@H]1CC[C@H]2[C@@H](COC[C@H](O)CN2Cc2ccc(Oc3ccccc3)cc2)O1)N1CCN(c2ccccc2)CC1 | 1.0 | -73 | 7&-6 | 130*
O=C(c1ccccc1)N1CC[C@@H]2[C@@H](CO)Nc3ccc(-c4ccc(F)cc4)cc3[C@@H]21 | -1.1 | u | -2 | 69
C[C@@H]1CN([C@H](C)CO)C(=O)c2cc(C#CC3(O)CCCC3)cnc2O[C@H]1CN(C)C | -1.4 | 63 | -7 | -10
C[C@H](CO)N1C[C@H](C)[C@@H](CN(C)Cc2ccc3c(c2)OCO3)Oc2ccc(NS(=O)(=O)c3cccs3)cc2C1=O | -0.4 | 16 | x | -22

Ten entries from above, sorted by length of the SMILES, falling:
SMILES | KDM4C inh | Pf Dd2 inh | C diff HTS | Tcruzi prolif
Cc1ccc(S(=O)(=O)Nc2ccc3c(c2)C(=O)N([C@@H](C)CO)C[C@@H](C)[C@H](CN(C)S(=O)(=O)c2cccs2)O3)cc1 | -2.1 | -31 | -5 | -94
C[C@H](CO)N1C[C@H](C)[C@@H](CN(C)Cc2ccc(C(=O)Nc3ccccc3N)cc2)Oc2c(NC(=O)C3CCOCC3)cccc2C1=O | 3.8 | -48 | 2 | 99*
C[C@@H]1CN([C@@H](C)CO)C(=O)Cc2cc(NC(=O)c3ccncc3)ccc2O[C@H]1CN(C)C(=O)Nc1cccc2ccccc12 | 2.8 | -27 | -7 | -4
O=C(C[C@@H]1CC[C@H]2[C@@H](COC[C@H](O)CN2Cc2ccc(Oc3ccccc3)cc2)O1)N1CCN(c2ccccc2)CC1 | 1.0 | -73 | 7&-6 | 130*
CC(C)NC(=O)N(C)C[C@@H]1Oc2cc(C#Cc3ccccn3)ccc2S(=O)(=O)N([C@H](C)CO)C[C@@H]1C | 0.1 | -41 | -1 | 5
C[C@@H]1CN([C@@H](C)CO)C(=O)c2cccc(NC(=O)C3CC3)c2O[C@H]1CN(C)C(=O)NC1CCCCC1 | -2.1 | -3 | 11 | -8
CN1[C@@H]2c3ccc(-c4ccccc4F)c(=O)n3C[C@@H]2[C@@H](CO)[C@@H]1C(=O)NCc1ccncc1 | 0.2 | 5 | 1 | -2
CN1C(=O)c2cc(NC(=O)Cc3ccccc3)ccc2OC[C@@H]2O[C@H](CC(=O)NC3CCC3)CC[C@@H]21 | -0.5 | -16 | -5 | 29
COc1ccc2c3c([nH]c2c1)[C@H](CO)N(Cc1ccncc1)CC31CCN(C(=O)c2cccnc2)CC1 | 1.4 | -11 | 9 | x
N#C[C@H]1[C@@H](c2ccccc2-c2ccc(F)cc2)[C@@H](CO)N1C(=O)Cc1ccccc1 | -0.3 | -9 | 89 | x

Next part.
SMILES | KDM4C inh | Pf Dd2 inh | C diff HTS | Tcruzi prolif
N#C[C@@H]1N[C@H](CO)[C@H]1c1ccc(C2=CCCC2)cc1 | 0.1 | 23 | -7 | 101*
N#C[C@@H]1[C@H](c2ccc(-c3ccccc3)cc2)[C@@H](CO)N1C(=O)Cc1ccccc1 | -1.7 | -19 | 10 | 101*
CCN1[C@@H]2c3ccc(-c4ccc(F)cc4)c(=O)n3C[C@H]1[C@H](CO)[C@H]2C(=O)Nc1nccs1 | 0.6 | x | 4 | 17
C[C@H]1CN([C@@H](C)CO)C(=O)c2cc(NC(=O)c3ccncc3)ccc2O[C@H]1CN(C)C(=O)Nc1ccccc1 | 3.5 | 6 | 0 | x
Cc1noc(C)c1NC(=O)Nc1ccc2c(c1)C(=O)N([C@@H](C)CO)C[C@H](C)[C@@H](CN(C)Cc1ccccc1)OCCCC[C@@H](C)O2 | -1.2 | -24 | x | 19
C[C@@H]1CCCCO[C@H](CN(C)C(=O)Nc2ccccc2)[C@@H](C)CN([C@H](C)CO)C(=O)c2cc(NC(=O)C3CCCCC3)ccc2O1 | 0.2 | -11 | 4 | 56
Cc1noc(C)c1S(=O)(=O)Nc1ccc2c(c1)C(=O)N([C@H](C)CO)C[C@@H](C)[C@@H](CN(C)Cc1ccc(Cl)c(Cl)c1)O2 | 0.6 | 57 | -5 | 94
COc1ccc(NC(=O)Nc2ccc3c(c2)C(=O)N([C@@H](C)CO)C[C@@H](C)[C@@H](CN(C)Cc2ccc4c(c2)OCO4)O3)cc1 | 1.1 | 6 | 3 | 5

Random draw from the library; 6.8% or so of the library scored in one or more.
